p53ts 32C kill: qHTS Screen for Compounds that Selectively Target Cancer Cells with p53 Mutations: Cytotoxicity of p53ts Cells at the Permissive Temperature | H1299-p53A138V at 32C, ATP luminescence viability, 24 h | Potency, µM (titrated, usually from 46.1 µM), for inactives: at the top dose activity change, negative = cytotoxicity, actives largely listed as cytotoxic | hit rate 0.93% among 130,000 | AID 924, 2007;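 note: 0% = DMSO and -100% = full killing by reference compound; nearly all actives have a fitted effect of over 55% in size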
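ATP-content luminescence (ATPlite) read-out after 24 h compound exposure at 32C in H1299-p53A138V cells (600/well). Tested up to 46 uM. Normalized to DMSO (0%) and 100 uM tamoxifen (100% killing); Hill-fit AC50.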
p53ts 39C tox: qHTS Screen for Compounds that Selectively Target Cancer Cells with p53 Mutations: Cytotoxicity of p53ts Cells at the Nonpermissive Temperature; H1299-p53A138V viability at 39C, ATP luminescence, 24 h; Potency, µM (series often up to 46.1 µM), for inactives: at the highest dose activity change, negative = cell killing, actives largely listed as cytotoxic; hit rate 1.5% among 130,000; AID 902, 2007; note: nearly all actives have a fitted effect of over 55% in size
IkB sig inh: IkB Signaling; Potency, µM (doses to about 57.1 µM), for the others: top-dose IkBa stabilization activation; hit rate 0.04% among 110,000; ABC-DLBCL IkBa-CBG/CBR dual luciferase ratio, 4 h; response scale: scaled: untreated 0%, proteasome inhibitor 100%; active = well fitted curve in the direction sought with a large enough effect in the signal ratio, not every such curve was filed as active; inconclusive = small, poorly fitted or top-dose-only effect, or a change in a side signal; the % refers to the signal ratio;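 note: the direction sought is a rising ratio; 0% = basal untreated cells and 100% = reference inhibitor full response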
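In this assay, an IκBα–CBG68 fusion accumulates when IKK-driven degradation is blocked; native CBR normalizes for cell number. OCI-Ly3 cells were treated 4 h with compound and doxycycline, then green and red light read after Chroma-Glo addition.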
Peg3 imprint: qHTS Assay for Compounds that Induce Erasure of Genomic Imprints. mouse ES Peg3-LacZ reporter, beta-gal luminescence, 40 h. Potency, µM (titrated, usually from 60.7 µM), inactives show at the highest dose activity change, positive = activation, actives largely listed as activators. hit rate 0.02% among 110,000. AID 1948, 2009;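 note: 0% = negative control wells on the plate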
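Readout: BetaGlo luminescence (5 min, room temp) for LacZ from the normally silent maternal Peg3 allele in female Peg3LacZ-Neo ES cells. Cells 300/well, 40 h, 37C, 5% CO2. Data normalized per plate to negative controls.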
* = called active by the depositor; ? = inconclusive; · = no result given; [ ] = dose if it differs, or a comment. Unless noted, calls come from the whole dose curve; as a rule, active = well fitted curve in the direction sought with a large enough effect; inconclusive = small, poorly fitted or top-dose-only effect, or another doubt; inactive = no such curve, though single readings can be large; an effect the other way counts as inactive or inconclusive. Unless noted, % is set by controls: 0 for no effect and ±100 for the full control effect; potency is the fitted concentration of half-maximal effect.

SMILES	p53ts 32C kill	p53ts 39C tox	IkB sig inh	Peg3 imprint
O=C(c1cccc(F)c1)N1CCC2(CCCN(c3ccc(-c4ccccc4)cc3)C2)CC1	-26%	-13%	3.6%[11.4 µM]	·
COc1ccc(NC(=O)CSc2ncnc3c2sc2ccccc23)c(OC)c1	2%	20%	·	·
CCOC(=O)c1ccc(NC(=O)CCn2c(=O)oc3ccccc32)cc1	9%	20%	4.7%	21%[10.9 µM]
COc1ccc(C2CC(=O)C3=C(C2)Nc2ccccc2N(C(=O)C2CC2)C3c2cccnc2)cc1OC (stereo unspecified)	-3%	8%	0.5%	-1%
Cc1ccc(C)c(OCCn2c(C3CC(=O)N(Cc4ccc(F)cc4)C3)nc3ccccc32)c1 (stereo unspecified)	2%	-4%	-0.4%	-5%[10.9 µM]
C=CCn1c(N)c(C(=O)OC(C)CC)c2nc3ccccc3nc21 (stereo unspecified)	-3%	-6%	0.2%	-5%
CC(C)C(=O)N[C@H]1CCCN1C(=O)/C=C\c1ccccc1	0%[9.22 µM]	2%[9.22 µM]	·	·
CC(C)c1cccc(C(C)C)c1NS(=O)(=O)c1cccs1	13%	-6%	0.5%	17%[10.9 µM]
O=C(NCCc1ccc(Cl)cc1)C1COc2ccccc2C1 (stereo unspecified)	-2%	-4%	?	11%[10.9 µM]
Cc1cc(C)cc(NCC(=O)Nc2c(C)cccc2C)c1	9%	4%	-2.2%	-10%
CCCCNC(=O)c1ccc2c(c1)NC(=O)C(CS(=O)(=O)Cc1ccc(F)cc1Cl)N2 (stereo unspecified)	4%	-5%	5.5%	8%[10.9 µM]
CSc1cccc(NS(=O)(=O)c2ccc3c(c2)oc(=O)n3C)c1	6%	-4%	7.3%	-20%
CCC(C)NC(=O)CSc1nc2c(sc3ccccc32)c(=O)n1Cc1ccccc1Cl (stereo unspecified)	13%	-4%	-0.3%	-7%[10.9 µM]
O=[n+]1c2c(n([O-])c3c1CCCC3)CCCC2	5%	5%	0.9%	-6%
CCOC(=O)c1noc2nc(C)n(Cc3ccc([N+](=O)[O-])cc3)c(=O)c12	-10%	13%	0.2%	-8%[10.9 µM]

Molecules shown so far that contain sulfur, in the order listed:
SMILES	p53ts 32C kill	p53ts 39C tox	IkB sig inh	Peg3 imprint
COc1ccc(NC(=O)CSc2ncnc3c2sc2ccccc23)c(OC)c1	2%	20%	·	·
CC(C)c1cccc(C(C)C)c1NS(=O)(=O)c1cccs1	13%	-6%	0.5%	17%[10.9 µM]
CCCCNC(=O)c1ccc2c(c1)NC(=O)C(CS(=O)(=O)Cc1ccc(F)cc1Cl)N2 (stereo unspecified)	4%	-5%	5.5%	8%[10.9 µM]
CSc1cccc(NS(=O)(=O)c2ccc3c(c2)oc(=O)n3C)c1	6%	-4%	7.3%	-20%
CCC(C)NC(=O)CSc1nc2c(sc3ccccc32)c(=O)n1Cc1ccccc1Cl (stereo unspecified)	13%	-4%	-0.3%	-7%[10.9 µM]

Continuation:
SMILES	p53ts 32C kill	p53ts 39C tox	IkB sig inh	Peg3 imprint
O=C(CSCc1ccccc1)N1CCN(C(=O)c2ccco2)CC1	2%	6%	0.2%	-8%
COc1ccc(-n2nnnc2-c2cccc(OC)c2)cc1	13%	-11%	?	-20%
Cc1ccc(C)c(C(=O)CSc2nc3cc(C(=O)NC4CCCC4)ccc3c(=O)n2CC2CCCO2)c1 (stereo unspecified)	-2%	-22%	?	5%[10.9 µM]
O=C(NCc1ccccc1F)C1CCCN(C(=O)N2CCOc3ccccc32)C1 (stereo unspecified)	0%	16%	?	-12%[10.9 µM]
COc1ccc(NC(=O)C2CCC(CNS(=O)(=O)c3cccs3)CC2)cc1OC (stereo unspecified)	13%	-5%	-1.9%	-4%[10.9 µM]
CC(Sc1n[nH]c(=O)[nH]c1=O)C(=O)OCc1ccccc1 (stereo unspecified)	1%	14%	2.7%	-4%
COc1ccccc1CNC(=O)C(NS(=O)(=O)c1ccc2c(c1)CCN2C(C)=O)C(C)C (stereo unspecified)	16%	20%	-0.8%	5%[10.9 µM]
Cc1ccc(S(=O)(=O)NCc2csc(C)n2)c(C)c1	3%	10%	-1.3%	-4%
CCOc1ccc(CN(CCc2ccc3c(c2)OCO3)Cc2cc(OC)c(OC)cc2OC)cc1	?	-30%	?	-16%[10.9 µM]
COc1ccc(Cn2c(=O)[nH]c3cc(C(=O)N4CCN(c5cc(Cl)ccc5C)CC4)ccc3c2=O)cc1	4%	6%	0.6%	-9%[10.9 µM]
CN(C)c1ccc(-c2noc(-c3ccccc3O)n2)cc1	?	?	?	-35%[inhibitor]
O=C(Oc1ccccc1C(=O)N1CCOCC1)c1cccc(Br)c1	2%	-1%	4.9%	-13%
CC1CCCN(c2oc(-c3cccc4ccccc34)nc2C#N)C1 (stereo unspecified)	-9%	-14%	-0.6%	-3%
CCN1CCN(CCCNC(=O)c2cc3cc4ccc(OC)cc4nc3o2)CC1	-10%	-6%	2.5%	-7%
COCCN1Cc2cccc(C(=O)N3CCN(c4cc(C)ccc4C)CC3)c2C1=O	1%	-6%	-1.1%	-15%
O=C(O)C1CSC2(CCN(Cc3ccccc3)CC2)N1 (stereo unspecified)	-9%	1%	0.8%	5%
Cc1cccc([N+](=O)[O-])c1C(=O)O	-7%[1.84 µM]	7%	-1.9%	-2%
CC(NC(=O)Cc1ccc(NC(=O)N2CCSc3ncccc32)cc1)c1ccccc1 (stereo unspecified)	-3%	-13%	0.3%	7%[10.9 µM]
Cc1c(C(=O)Nc2ccc(-n3c(C)nc4ccccc4c3=O)cc2)cccc1[N+](=O)[O-]	-1%	-3%	3.3%	-8%[10.9 µM]
CCOc1ccc(C(=O)N2CCC(c3nnc(-c4ccccc4OC)o3)CC2)cc1	2%	-7%	-1.2%	-19%[10.9 µM]
O=C(Nc1ccc2c(c1)CCC2)C1CCN(c2c3c(nc4ncnn24)CCC3)CC1	-9%	12%	?	3%
COc1cccc(-c2nc(CS(=O)(=O)CC(=O)N3CCN(C4CCCCC4)CC3)c(C)o2)c1	1%	-13%	2.2%	-19%
CC(C)(C)c1cc(C(=O)O)c(CN2CCCCC2)o1	1%	9%	0.2%	-9%
COc1ccc(C(=O)NCC(c2ccc(N(C)C)cc2)N2CCc3ccccc32)cc1 (stereo unspecified)	-13%	10µM*	3.4%	-15%[10.9 µM]
O=C(Nc1ccc2nc(-c3cccs3)[nH]c2c1)c1ccco1	?	13µM*	1.5%	-24%
COc1ccc(OC)c(NC(=O)CN2C(=O)CC(c3ccco3)Sc3ccccc32)c1 (stereo unspecified)	8%	-20%	?	-7%[10.9 µM]
Cc1cc(N(CCO)Cc2ccccc2)n2nc(-c3ccc(C(C)(C)C)cc3)nc2n1	-4%	?	?	-9%[10.9 µM]
CCOc1cc(S(=O)(=O)NCC2OCCc3ccccc32)c(OCC)cc1-n1cnnn1 (stereo unspecified)	9%	-10%	-2.3%	·
COc1cc(CNCCSc2nnnn2C)ccc1OCc1c(F)cccc1Cl	-5%	-22%	-1.7%	-13%[10.9 µM]
Cc1ccc(S(=O)(=O)C(C#N)c2nc3ccccc3nc2N2CCC(C)CC2)cc1 (stereo unspecified)	-7%	1%	-0.4%	-2%

Record cards (already shown). Order of values: p53ts 32C kill | p53ts 39C tox | IkB sig inh | Peg3 imprint
COc1cccc(-c2nc(CS(=O)(=O)CC(=O)N3CCN(C4CCCCC4)CC3)c(C)o2)c1 in the list: 1% | -13% | 2.2% | -19%
Cc1c(C(=O)Nc2ccc(-n3c(C)nc4ccccc4c3=O)cc2)cccc1[N+](=O)[O-] in the list: -1% | -3% | 3.3% | -8%[10.9 µM]
O=C(Nc1ccc2nc(-c3cccs3)[nH]c2c1)c1ccco1 in the list: ? | 13µM* | 1.5% | -24%
CCOc1ccc(C(=O)N2CCC(c3nnc(-c4ccccc4OC)o3)CC2)cc1 in the list: 2% | -7% | -1.2% | -19%[10.9 µM]

Next compounds follow:
SMILES	p53ts 32C kill	p53ts 39C tox	IkB sig inh	Peg3 imprint
Cc1cc(-n2c(SCCC#N)nnc2-c2cccnc2)ccc1Cl	-4%	-9%	3.3%	-11%
CC(=O)N[C@H](Cc1c[nH]c2ccccc12)C(N)=O	1%	1%	·	0%
C=CCn1c(SCc2cc(=O)n3ccsc3n2)nnc1C1CCCCC1	1%	-6%	0.8%	-7%
CCC(C)NC(=O)CSc1nc2n[nH]c(C)c2c(=N)n1-c1cc(Cl)ccc1C (stereo unspecified)	?	13µM*	?	-12%[10.9 µM]
O=C(O)CCCC(=O)Nc1nc(-c2ccc(F)cc2)cs1	-19%	-12%	?	-8%
CCc1nnc(NC(=O)C(C)Sc2ccccc2)s1 (stereo unspecified)	7%	12%	-5.7%	-6%
CCn1cc(C(=O)NCc2ccccc2)c(=O)c2cc(S(=O)(=O)N3CCCCCC3)ccc21	12%	-6%	?	-11%[10.9 µM]
COC(=O)c1cccc(NC(=O)Cn2nnc3ccccc32)c1	7%	-9%	0.4%	-6%
COc1cccc(OCCn2c(-c3ccc(Cl)cc3)nc3ccccc3c2=O)c1	2%	14%	?	-8%[10.9 µM]
Cc1cccc(C(=O)N(Cc2ccccc2F)C2CCS(=O)(=O)C2)c1 (stereo unspecified)	-1%	-2%	-1.7%	-4%[10.9 µM]
CN(C)S(=O)(=O)N1CCN(C(=O)N(c2ccccc2)c2ccccc2)CC1	4%	9%	0.9%	-2%
COc1ccc2c(c1)CCc1c(C(=O)N3CCCC3)noc1-2	-13%	-19%	?	-37%[inhibitor]
Cc1ccc(Oc2nsnc2N2CCOCC2)cc1	1%	5%	-1.5%	7%
COCc1c(C(N)=O)nnn1-c1nonc1N	-1%	-3%	0.5%	8%
CCn1c(SCC(=O)Nc2ccccc2-c2ccccc2)nnc1-c1ccoc1C	2%	-2%	0.9%	-4%
CCNC(=O)COC(=O)c1ccc(S(=O)(=O)N2CCCCCC2)cc1	-1%	5%	-0.2%	-1%
CNc1ncnc2c1ncn2[C@H]1C[C@@H](OP(=O)(O)O)[C@H](COP(=O)(O)O)O1	31%[activator]	27%	-3.1%	·
Cc1cc(C)n(-c2nc3ccccc3c(=O)n2OCCOc2ccccc2)n1	0%	7%	0.1%	-11%
Cc1ccc(Cl)cc1N1CCN(C(=O)c2ccc3c(c2)N(Cc2ccccc2F)C(=O)c2ccccc2S3=O)CC1 (stereo unspecified)	18%	-8%	0.9%	-13%[10.9 µM]
O=c1oc2c(CN3CCCCCC3)c(O)ccc2cc1-c1nc2ccccc2[nH]1	-8%	-9%	?	-18%
CN1CCN(c2ncc3nc(-c4ccccc4)c(=O)n(Cc4cccs4)c3n2)CC1	-13%	-3%	-2.4%[11.4 µM]	-21%
COc1cc(CNC(=O)OCC(C)C)cc(OC)c1OC	-2%	-5%	1.9%	5%
CCN(CC)S(=O)(=O)c1ccc2c(c1)N(CC(=O)Nc1c(C)cc(C)cc1C)C(=O)CS2	6%	-18%	0.1%	-10%[10.9 µM]
CS(=O)(=O)N1CCCC(C(=O)NCCc2ccccc2)C1 (stereo unspecified)	-5%	21%	0.4%	-5%
O=c1c2ccccc2n2cnnc2n1-c1ccccc1	2%	3%	-0.2%	-10%
COC(=O)c1sc(NC(=O)c2ccco2)nc1C	-16%	-18%	2.5%	-46%[inhibitor]
O=C(CSc1oc(-c2ccc(F)cc2)nc1S(=O)(=O)c1ccccc1)NCC1CCCO1 (stereo unspecified)	1%	-13%	3.9%	-19%
O=C(NCCC1=CCCCC1)c1ccc2c(c1)sc1nc(-c3ccc(F)cc3)cn12	10%	-12%	?	-8%[10.9 µM]
Cc1ccc(Cn2cc(CCC(=O)NCc3ccccc3F)c3ccccc32)cc1	-11%	-22%	?	-5%[10.9 µM]
Cc1cc(C)cc(NS(=O)(=O)c2ccc(N3CCCCS3(=O)=O)cc2)c1	1%	-14%	?	-12%[10.9 µM]
CNC/C(Cl)=N/S(=O)(=O)c1ccc(C)cc1	5%[9.22 µM]	-13%[9.22 µM]	6.7%[11.4 µM]	-9%[10.9 µM]
Cc1occc1C(=O)Nc1c(F)cc(F)cc1Br	3%	8%	0.9%	14%
CCOC(=O)c1ccc(CNC(=O)C2CCCCC2C(=O)OCC(F)(F)F)o1 (stereo unspecified)	36%[activator]	4%	-0.7%	-3%
CC(=O)c1cccc(Nc2nn(-c3ccc(OC(F)(F)F)cc3)nc2C(C)=O)c1	-22%	-40%	0.5%	-15%[10.9 µM]
O=C(NCC1(c2ccccc2)CCCC1)C(=O)Nc1cccc(C(F)(F)F)c1	3%	-19%	-0.5%	?
